Bioassay records as filed in PubChem BioAssay.
Mot1-301 SUMO: blocks SUMOylation pathway, rescuing yeast Mot1-301 growth; S. cerevisiae Mot1-301 growth rescue, ATP luminescence, 38.5C; percent above DMSO median, 100 means doubled; growth rescue, % at 18.8 µM; 1% of 320,000 active; AID 2716;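 active = every valid replicate shows activation above 250% relative to neutral control wells; inactive = the rest, any valid replicate at or below 250%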;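 also: OY570 slx delta 5 strain wells were the positive control but not used for scaling; some compounds called inactive have numbers as strong as hits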
PKA-R2B act: activates the human PKA-R2B holoenzyme complex; P22694+P31323; PKA-R2B holoenzyme dissociation, Cy5-IP20 fluorescence polarization; R2B truncated from residue 108, S112A mutant; 0% DMSO only, 100% 113 µM cGMP; activation, % at 11.4 µM; 0.079% of 340,000 active; AID 504700;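 active = activation above a cutoff set at the mean over all compounds plus 3 SD, cut at about 18% in these data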;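 also: higher means more holoenzyme dissociation and a rise in polarization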
SR-BI DiI-HDL act: activators of SR-BI mediated HDL lipid uptake; AID 504775; 0.096% of 320,000 active; CHO ldlA[mSR-BI] cells, DiI-HDL uptake fluorescence, 3 h; 100 = double the neutral-control signal; activation, % at 12.5 µM;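 active = mean replicate activation of at least 60% and every replicate at or above 60%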;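 also: 0% = median plate neutral-control signal and 100% = twice that signal; values of inactives mirror those of a sister screen read the other way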
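Test system: SR-BI-overexpressing, LDLR-lacking CHO cells. Measured by: DiI fluorescence, bottom read. Medium: Ham's F12 with 0.5% BSA, HEPES 25 mM, pH 7.4. Timing: 3 h uptake period with compound, 37 °C.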
MITF act: increases MITF-driven TRPM1 promoter luciferase signal; activation, % at 12.5 µM; SK-MEL-5 TRPM1-promoter luciferase, 24 h; % of positive control, neutral wells = 0; AID 588334; 0.75% of 300,000 active;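 active = mean activation of at least 80% with every replicate also reaching 80%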;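 also: 0% = neutral control wells and 100% = parthenolide positive control wells; values of inactives mirror those of a sister screen read the other way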
Arr AP2 block: human beta-arrestin and AP2 interaction inhibition. FITC-arrestin peptide / GST-AP2 beads, flow cytometry; AP2 beta2 appendage carries R879A mutation. inhibition, % at 10 µM. 0.31% of 340,000 active. AID 504490;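 active = inhibition above a set limit, near 3 SD of compounds lacking own fluorescence, cut at about 54% in these data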;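 also: plate controls were DMSO wells for no effect and 5 µM unlabelled arrestin peptide for full effect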
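Material – AP2 appendage R879A on GSH beads · Buffer or medium – PBS with 0.05% Tween 20 and 0.1% BSA · Probe or stimulus – fluorescein-tagged arrestin peptide at 50 nM final · Incubation – compound with beads 12 min RT, then probe 1 h RT · Detection – high-throughput flow cytometry of beads, ex 488, em 535 nm · Evaluation – percent response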
PKA-R1A act: activators of PKA-R1A complex; P00514+P68181; PKA-R1A dissociation, Cy5-IP20 fluorescence polarization; scaled: DMSO 0%, 113 µM cGMP 100%; activation, % at 11.4 µM; 0.083% of 340,000 active;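 active = percent activation above the mean of all tested compounds plus 3 SD, cut at about 19% in these data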;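 also: higher means more PKAc released from R1A so a rise in polarization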
DSG3 Ab inh: blocks pemphigus antibody binding to human desmoglein-3 | DSG3-coupled beads, scFv-anti-DSG3-GFP binding, flow cytometry; stronger effect = lower value | binding (percent of control), % at 10 µM | 0.48% of 310,000 active | AID 588358;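 active = binding more than 3 SD below its plate's average and above zero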;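 also: hits lower antibody fragment binding to DSG3; some compounds called inactive have numbers as strong as hits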
CDK5 p35 inh: inhibitors of human CDK5/p35 kinase; Q00535+Q15078; Recombinant CDK5/p35, ADP-Glo luminescence, 60 min; inhibition, % at 10 µM; 0.01% of 330,000 active; AID 488839;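 active = highest replicate inhibition of at least 50% and at least 75% of replicates reaching 50%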;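 also: plate controls were DMSO neutral control for no effect and GW8510 at 10 µM for full effect; many of its hits are not listed in these tables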
Target sequence (Q00535 whole entry, looked up): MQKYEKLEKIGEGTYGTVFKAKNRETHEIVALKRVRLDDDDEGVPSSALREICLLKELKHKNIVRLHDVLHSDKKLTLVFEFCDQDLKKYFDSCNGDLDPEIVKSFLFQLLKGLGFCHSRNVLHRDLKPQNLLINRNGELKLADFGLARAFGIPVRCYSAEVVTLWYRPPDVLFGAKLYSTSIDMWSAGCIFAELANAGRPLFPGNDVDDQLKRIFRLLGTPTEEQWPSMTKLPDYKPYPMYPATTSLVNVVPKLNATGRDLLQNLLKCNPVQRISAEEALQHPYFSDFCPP
Target sequence (Q15078 whole entry, looked up): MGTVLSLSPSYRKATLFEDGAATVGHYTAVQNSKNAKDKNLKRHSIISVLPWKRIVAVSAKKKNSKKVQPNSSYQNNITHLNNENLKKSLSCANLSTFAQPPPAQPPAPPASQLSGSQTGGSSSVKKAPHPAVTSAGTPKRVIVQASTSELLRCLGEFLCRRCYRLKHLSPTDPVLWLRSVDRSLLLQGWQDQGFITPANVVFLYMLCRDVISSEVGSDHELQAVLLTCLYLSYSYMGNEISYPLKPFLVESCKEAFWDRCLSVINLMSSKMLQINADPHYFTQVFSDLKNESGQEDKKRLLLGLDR
NSD2 inh: blocks human histone methyltransferase NSD2. AID 743445. NSD2 peptide methylation, AlphaScreen, 120 min. 0.54% of 310,000 active. inhibition, % at 12.5 µM; in the data active = inhibition above about 50%
dFosB activator: mouse delta FosB homodimer activation; activation, % at 25 µM; purified delta FosB, TAMRA-CDK5 oligo fluorescence polarization; percent of positive-control signal above neutral wells; AID 493131; P13346; 0.99% of 340,000 active;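 active = mean activation above about 17%, with every replicate also reaching it, limit read from the data, passing the limit was not always enough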;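 also: fluorescence polarization rise as delta FosB binds a TAMRA Cdk5 AP-1 oligo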
Target sequence (P13346 whole entry, looked up): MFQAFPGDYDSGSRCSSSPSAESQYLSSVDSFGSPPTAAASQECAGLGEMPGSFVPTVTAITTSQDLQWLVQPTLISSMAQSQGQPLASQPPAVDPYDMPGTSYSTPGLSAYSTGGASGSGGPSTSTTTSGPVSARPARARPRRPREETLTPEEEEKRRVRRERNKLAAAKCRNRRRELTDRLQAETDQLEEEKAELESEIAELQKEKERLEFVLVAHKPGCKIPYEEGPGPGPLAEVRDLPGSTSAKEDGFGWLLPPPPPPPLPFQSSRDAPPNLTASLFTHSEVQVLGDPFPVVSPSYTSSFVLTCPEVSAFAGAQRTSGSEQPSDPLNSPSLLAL
SR-BI HDL uptake: blocks mouse SR-BI lipid uptake from DiI-HDL. 0.96% of 320,000 active. Q61009. ldlA[mSR-BI] CHO cells, DiI-HDL uptake fluorescence, 3 h. inhibition, % at 12.5 µM;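 active = mean replicate inhibition of at least 70% and a set share of replicates each scoring 70 or more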;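 also: 0% = median of neutral control wells and 100% = median of positive control wells; values of inactives mirror those of a sister screen read the other way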
Starred values were filed as active, the others as inactive; . = not tested or not shown; + = active, no number.

SMILES | Mot1-301 SUMO | PKA-R2B act | SR-BI DiI-HDL act | MITF act | Arr AP2 block | PKA-R1A act | DSG3 Ab inh | CDK5 p35 inh | NSD2 inh | dFosB activator | SR-BI HDL uptake
CCOCCCN(C(=O)CCC(=O)Nc1cc(C)on1)C(C(=O)NC(C)(C)C)c1ccccc1Cl (stereo not drawn) | -5.6 | 2.5 | . | -2.6 | 0.1 | -9.2 | . | -1.3 | 3.9 | 3.6 | .
CC1(C(=O)NC2CCCC2)CCC(=O)N1Cc1ccccc1Cl (stereo not drawn) | 131.7 | 7.0 | -7.2 | -6.1 | 16.8 | 2.4 | . | 0.7 | -5.6 | -3.3 | 7.2
CC(C)Cn1c(=O)[nH]c2ccccc21 | 9.5 | -6.2 | 13.5 | -7.2 | 3.8 | -6.8 | . | 2.8 | -2.7 | 2.1 | -13.5
CCCc1cc(C(N)=O)c(NC(=O)C2CCCO2)s1 (stereo not drawn) | -3.1 | -8.3 | -9.1 | -0.3 | 2.5 | -6.8 | 95.5 | -2.5 | 2.4 | -3.6 | 9.1
Cc1ccc(C(=O)N/N=C\c2cc3c(cc2Br)OCO3)cn1 | 100.1 | -12.9 | . | 6.0 | -10.5 | -5.4 | 89.6 | -0.3 | . | 7.3 | .
CS(=O)(=O)c1ccc(Cl)c(NC(=O)c2ccc3ccccc3c2)c1 | + | -19.1 | -21.7 | 1.1 | -3.6 | -14.5 | 114.8 | -1.6 | 6.5 | 8.1 | 21.7
O=C(O)c1cccc(N=C2NC(=O)C(CO)(CO)S2)c1 | 15.4 | -3.9 | 34.5 | -9.3 | 6.2 | 5.4 | 99.1 | 1.9 | -1.1 | -1.1 | -34.5
O=C(O)CCCCCN1C(=O)C(O)=C(C(=O)/C=C/c2ccccc2)C1c1cccc([N+](=O)[O-])c1 (stereo not drawn) | -9.2 | 6.3 | 17.7 | -1.4 | 6.2 | 5.7 | 93.8 | -1.1 | -6.0 | 1.9 | -17.7
c1csc(-c2nn3c(C4CCCCC4)nnc3s2)c1 | . | 0.7 | 0.4 | 8.5 | -17.6 | -2.4 | 86.2 | 1.1 | 6.7 | -10.7 | -0.4
C=CCN1CCN(C(=O)c2ccc(-c3ccccc3)cc2)CC1 | 9.7 | -6.2 | 14.7 | -12.9 | -4.0 | -0.5 | 107.6 | -5.0 | 7.4 | -3.3 | -14.7
Cc1cc(C)c(C)c(S(=O)(=O)Nc2cccnc2)c1C | -2.6 | 2.0 | 0.0 | -2.2 | 9.1 | 13.2 | 107.5 | 1.2 | -0.2 | 3.8 | 0.0
N#CC1=C(N)OC2=C(C(=O)CCC2)C12CCN(C(=O)OCc1ccccc1)CC2 | -13.5 | 2.3 | -11.7 | . | -5.5 | -7.4 | . | 0.3 | -3.9 | -6.7 | 11.7
CC(=O)N1CCN(C2=Nc3cccc4cccc2c34)CC1 | -24.5 | 5.2 | 8.6 | 19.6 | 23.3 | -4.0 | 107.9 | -0.1 | . | 17.3* | -8.6
COc1ccc(-c2csc3nc(C)nc(N4CCN(C(C)=O)CC4)c23)cc1OC | -7.4 | -6.2 | 16.7 | -6.6 | 13.8 | -1.8 | 101.0 | -0.2 | 1.5 | -15.0 | -16.7
O=C(COC(=O)Cc1cccs1)Nc1cccc(S(=O)(=O)N2CCOCC2)c1 | 10.5 | -9.6 | 21.7 | 0.3 | 2.1 | -2.2 | 113.7 | -2.0 | 1.4 | -13.9 | -21.7

Continued, starting with the last 2 of the part before.
SMILES | Mot1-301 SUMO | PKA-R2B act | SR-BI DiI-HDL act | MITF act | Arr AP2 block | PKA-R1A act | DSG3 Ab inh | CDK5 p35 inh | NSD2 inh | dFosB activator | SR-BI HDL uptake
COc1ccc(-c2csc3nc(C)nc(N4CCN(C(C)=O)CC4)c23)cc1OC | -7.4 | -6.2 | 16.7 | -6.6 | 13.8 | -1.8 | 101.0 | -0.2 | 1.5 | -15.0 | -16.7
O=C(COC(=O)Cc1cccs1)Nc1cccc(S(=O)(=O)N2CCOCC2)c1 | 10.5 | -9.6 | 21.7 | 0.3 | 2.1 | -2.2 | 113.7 | -2.0 | 1.4 | -13.9 | -21.7
COc1ccc(C2Nc3ccccc3C(=O)N2O)cc1CN1CCOCC1 (stereo not drawn) | -9.5 | -2.6 | 13.8 | 3.3 | 10.0 | -6.4 | . | -0.8 | -0.6 | -5.5 | -13.8
O=C(O)CSC(=S)N1CCCC1 | 5.5 | 5.8 | 38.8 | 1.9 | -1.4 | -4.8 | 101.6 | 0.8 | -3.9 | -1.3 | -38.8
Cc1ccc(C(C)C)c(Oc2nnnn2-c2ccccc2)c1 | 20.7 | -12.2 | -1.0 | 7.0 | 1.9 | 0.3 | 110.8 | 4.5 | . | -10.5 | 1.0
COC(=O)c1cc(S(=O)(=O)N2CCN(c3cccc(C)c3)C(C)C2)c[nH]1 (stereo not drawn) | 3.2 | -11.2 | 19.9 | 20.4 | -12.6 | -13.9 | 85.7 | . | 2.1 | -11.3 | -19.9
CCCCOc1ccc(C(=O)NCC(=O)NC(C)CCc2ccccc2)cc1 (stereo not drawn) | -5.1 | 8.1 | -14.9 | -6.9 | 3.8 | -0.1 | . | -0.2 | -1.0 | -9.9 | 14.9
CCN(CC)C(=O)CSc1n[nH]c(=O)n1CCc1ccccc1 | 34.3 | 2.3 | -3.0 | 2.1 | 0.6 | -8.2 | 98.0 | 0.9 | -8.0 | -8.8 | 3.0
Cc1sc2nc(COC(=O)c3ccc(N4CCCC4)c([N+](=O)[O-])c3)[nH]c(=O)c2c1C | 19.6 | -10.9 | -2.6 | 0.8 | -9.5 | 2.7 | 107.8 | 2.6 | 0.2 | -10.8 | 2.6
COc1ccc(OC)c(S(=O)(=O)N2c3cc(F)ccc3CCC2C)c1 (stereo not drawn) | -0.7 | -4.1 | -1.1 | -6.2 | -10.1 | -0.5 | 95.1 | -2.2 | -1.7 | -13.7 | 1.1
CC(C)CNC(=O)COCc1cc(-c2ccc3c(c2)OCO3)on1 | -3.9 | -6.6 | 11.3 | 33.4 | 8.6 | -12.0 | 102.6 | 2.0 | -1.4 | -3.8 | -11.3
Cc1ccc(SCC(=O)OCC(=O)NCCC2=CCCCC2)cc1 | -17.9 | -4.6 | 14.7 | 1.1 | -0.1 | -7.9 | 107.5 | 0.2 | 30.0 | -6.7 | -14.7
O=Nc1c(O)[nH]c2ccc(F)cc12 | -13.1 | -0.9 | 18.9 | -12.0 | -5.0 | -1.8 | 78.8 | 1.8 | 1.6 | -3.4 | -18.9
COc1ccc(/C=N/N(C)c2cc(=O)n(C)c(=O)[nH]2)cc1OC | 11.3 | 1.2 | -10.3 | 20.2 | 21.4 | 10.2 | 96.8 | -1.8 | 6.7 | -12.0 | 10.3
O=C(COc1cc(Cl)c(Cl)cc1Cl)NC(=O)NC1CCCC1 | 123.7 | -10.0 | . | 3.3 | 6.9 | 13.7 | 110.2 | -0.4 | . | -7.0 | .
Cc1cc(C)n(C(=O)CNC(=O)c2cccs2)n1 | 2.4 | -7.4 | 23.4 | -4.8 | 5.1 | -16.7 | 79.4 | -0.5 | -3.3 | -0.1 | -23.4
O=C(Nc1ccc(NC(=O)C2CC2)nc1)c1ccco1 | . | 6.0 | -1.1 | . | 4.1 | -1.6 | 92.5 | 0.5 | -3.7 | 1.8 | 1.1
Cc1c(Cl)cccc1NC(=O)CC(C(=O)O)C1CCCO1 (stereo not drawn) | 3.4 | -19.5 | 13.1 | . | 9.9 | -9.2 | 94.2 | -1.2 | -0.6 | 2.5 | -13.1
O=C(Nc1nnc(S(=O)(=O)N2CCCCCC2)s1)c1ccccc1F | -1.0 | -3.2 | 6.1 | 22.1 | -5.7 | -7.2 | 86.6 | 0.0 | . | -9.2 | -6.1
CCOC(=O)c1c(NC(=O)CSc2nnc(-c3ccc(C)cc3)o2)sc(C(C)=O)c1C | 18.0 | -2.9 | -9.7 | -5.4 | 10.2 | -7.5 | 95.3 | -1.5 | -0.9 | -5.0 | 9.7
COC(=O)c1sc(S(=O)(=O)N2CC(C)OC(C)C2)c(C(=O)OC)c1C (stereo not drawn) | . | -3.7 | -6.6 | 0.3 | -4.3 | 0.5 | 96.2 | 0.8 | -3.9 | -6.6 | 6.6
CC(=O)C1=C(C)NC(SCc2cccc3ccccc23)=C(C#N)C1c1ccco1 (stereo not drawn) | 2.1 | -7.0 | -35.7 | -2.0 | -13.3 | -10.2 | 98.6 | 1.2 | 2.3 | -6.1 | 35.7
O=C(NCc1ccccn1)c1c(O)c2c([nH]c1=O)CCCC2 | 0.1 | -15.7 | -17.8 | 22.5 | 9.5 | -18.9 | 104.3 | 4.6 | . | -1.8 | 17.9
Cc1cccc(NC(=O)c2ccc3ccccc3n2)c1C | . | -1.7 | 12.7 | 24.0 | 17.6 | -2.0 | . | 1.1 | -1.4 | -16.6 | -12.7
CC(C)CCNC(=O)CCNS(=O)(=O)c1ccc(Cl)cc1 | -4.0 | -1.8 | 7.1 | -2.6 | 3.6 | 2.0 | . | -3.3 | 2.2 | -4.3 | -7.1
CC(C)[C@@H](CSc1ccccc1)N1CCN(Cc2ccccc2)CCC1=O | 1.4 | 2.0 | -3.5 | 7.0 | 12.1 | -4.0 | 102.4 | -2.1 | . | -2.3 | 3.5
O=C(NC1CCCCC1)c1ccc(S(=O)(=O)N2CCOCC2)cc1 | -1.2 | 0.1 | 28.6 | 10.1 | -4.6 | -8.4 | 93.5 | -6.6 | -0.5 | 4.4 | -28.6
Cc1ccc(S(=O)(=O)NN)c(C)c1N1CCCC1=O | 269.9 | 4.1 | 24.8 | 5.4 | 4.6 | -9.1 | 96.0 | -0.7 | . | -4.6 | -24.8
O=C(CSCc1ccccc1)N=Nc1c(O)[nH]c2ccccc12 | 9.6 | -7.0 | 32.1 | 18.9 | 19.2 | -7.4 | 103.8 | 2.4 | 27.6 | 5.0 | -32.1
O=C(NCc1ccccc1)c1ccc2c(=O)n(CC3CCCO3)c(=S)[nH]c2c1 (stereo not drawn) | -6.9 | 1.2 | 23.6 | . | 4.7 | 1.8 | 100.2 | -0.3 | . | -1.2 | -23.6
CCOC(=O)C(NC(=O)CC)(Nc1ccc(S(=O)(=O)Nc2ncccn2)cc1)C(F)(F)F (stereo not drawn) | -36.1 | -2.9 | 1.9 | 7.5 | 26.8 | -7.0 | . | 2.1 | -3.1 | -10.8 | -1.9
Cn1nnnc1SCc1ccc(C(=O)Nc2ccc(Br)cc2)cc1 | -35.3 | 1.4 | -20.6 | 30.1 | 11.6 | -2.2 | 105.1 | -2.0 | -1.6 | 5.1 | 20.6
